Screening results (PubChem)
OXTR agonist: human OXTR agonism; CHO-OTR cells, Fluo-8 calcium fluorescence; normalized: DMSO 0%, oxytocin 100%; activation, % at 3 µM; 320,000 tested, 0.32% active;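 active means activation above the mean of all tested compounds plus 3 SD, cutoff set per screening run, cut at about 20% in these data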;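 further: peak over basal fluorescence ratio from a 100 s FLIPR kinetic read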
MEKK2 mut-MEK5: signal of MEK5 binding to mutant human MEKK2 PB1 domain; bead flow cytometry, Alexa488-MEK5 binding to MEKK2 mutant; percent response, % at 10 µM; AID 1530; 290,000 tested, 0.35% active; in the data active means percent response above about 24%, passing the limit was not always enough; further: inactives centre near 1; some results filed as inactive read as strong as hits; reference of the scale not given here
GalR3 antagonist: antagonists of human GalR3; O60755; HEK293 GalR3-CNG cAMP membrane potential fluorescence; galR3 body fused to GalR1 C-terminus; inhibition, % at 3 µM; 360,000 tested, 0.44% active; AID 651719;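 active means inhibition above the screen-wide average plus 3 SD, cut at about 13% in these data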;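 further: forskolin and galanin both at EC90 stimulate the cells; cAMP rise reported by CNG channel membrane potential dye signal; 0% = forskolin plus galanin with DMSO and 100% = forskolin alone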
MEKK3 PB1 HTS: modulators (inhibitors or enhancers) of MEK5 binding to human MEKK3 PB1 domain; Q99759; bead-based flow cytometry, Alexa488-MEK5 binding to MEKK3; actives lie on both sides; 0 = blocked by unlabeled MEK5, 100 = vehicle; binding response (% of control), % at 10 µM; 290,000 tested, 1.4% active; AID 1529;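 active means binding response more than 3 SD above or below the average of its plate-row segment, actives on both sides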;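 further: Alexa488 bead fluorescence after subtracting the streptavidin-only scavenger bead signal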
Target sequence (Q99759 whole entry, looked up, the tested form may be a part): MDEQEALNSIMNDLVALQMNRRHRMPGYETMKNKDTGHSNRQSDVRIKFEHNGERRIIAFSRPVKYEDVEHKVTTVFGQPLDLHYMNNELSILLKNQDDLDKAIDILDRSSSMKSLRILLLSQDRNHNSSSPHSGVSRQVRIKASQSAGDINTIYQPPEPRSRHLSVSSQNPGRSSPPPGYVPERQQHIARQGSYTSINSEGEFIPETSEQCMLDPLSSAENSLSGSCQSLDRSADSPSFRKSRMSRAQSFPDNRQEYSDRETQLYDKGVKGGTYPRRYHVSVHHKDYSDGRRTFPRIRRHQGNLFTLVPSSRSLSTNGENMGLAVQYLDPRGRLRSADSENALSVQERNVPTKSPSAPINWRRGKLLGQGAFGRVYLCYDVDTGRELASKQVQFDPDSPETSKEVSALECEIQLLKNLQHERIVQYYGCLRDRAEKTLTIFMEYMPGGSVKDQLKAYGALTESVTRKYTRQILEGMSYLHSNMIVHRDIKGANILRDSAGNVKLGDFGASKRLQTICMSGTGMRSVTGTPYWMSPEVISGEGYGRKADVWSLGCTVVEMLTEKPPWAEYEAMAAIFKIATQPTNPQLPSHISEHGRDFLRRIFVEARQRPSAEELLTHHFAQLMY
MEKK2 WT-MEK5: raises or lowers MEK5 binding to wildtype human MEKK2 PB1 domain. Q9Y2U5. bead flow cytometry, Alexa488-MEK5 binding to MEKK2 WT; actives lie on both sides. binding response (% of control), % at 10 µM. 290,000 tested, 1.1% active. AID 1531; in the data active means binding response below about 67% or above about 130%
PHOSPHO1 block: inhibitors of human PHOSPHO1 phosphatase | Q8TCT1 | recombinant PHOSPHO1, absorbance phosphatase assay | AID 1565 | 290,000 tested, 1.1% active | inhibition, % at 13.3 µM; in the data active means inhibition above about 60%
GPR7 antag: blocks human GPR7 receptor signaling. inhibition, % at 4.4 µM. 290,000 tested, 1.1% active. AID 1861. GPR7-expressing cells, fluorescence antagonist assay. P48145; in the data active means inhibition above about 16%, passing the limit was not always enough;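 further: cells stimulated with the agonist NPW; 0% = agonist with vehicle and 100% = vehicle without agonist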
Target sequence (P48145 whole entry, looked up): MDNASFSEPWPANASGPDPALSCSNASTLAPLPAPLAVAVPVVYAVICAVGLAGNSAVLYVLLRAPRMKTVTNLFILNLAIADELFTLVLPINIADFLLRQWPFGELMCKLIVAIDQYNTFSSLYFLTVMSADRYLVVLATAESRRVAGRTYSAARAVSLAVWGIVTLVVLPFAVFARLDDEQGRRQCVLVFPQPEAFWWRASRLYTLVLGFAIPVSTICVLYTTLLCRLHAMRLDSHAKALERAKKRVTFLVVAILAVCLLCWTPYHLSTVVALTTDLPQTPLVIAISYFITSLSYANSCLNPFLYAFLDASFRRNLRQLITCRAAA
NALP1 yeast inh: NALP1 inhibition | inhibition, % at 10 µM | 280,000 tested, 0.61% active | S. cerevisiae NALP1/ASC/caspase-1 growth, X-gal OD620, 72 h; in the data active means inhibition mostly above about 24%, no sharp cut-off; inactive means mostly below about 32%; further: some compounds called inactive have numbers as strong as hits
V1R ag counter: V1a receptor agonism, counter-screen for OXTR agonists; P37288; activation, % at 3 µM; AID 2797; 320,000 tested, 0.25% active; CHO-V1R cells, Fluo-8 calcium fluorescence, agonist mode; 0% DMSO, 100% 3 nM vasopressin;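 active means activation above the mean activation of all tested compounds plus 3 SD, per screening run, cut at about 20% in these data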;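 further: signal is peak over basal fluorescence ratio across a 100 second FLIPR read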
* marks the source's active call; other numbers are inactive results; . = no result given. Random draw from the library (roughly 5.4% active in at least one column).

SMILES	OXTR agonist	MEKK2 mut-MEK5	GalR3 antagonist	MEKK3 PB1 HTS	MEKK2 WT-MEK5	PHOSPHO1 block	GPR7 antag	NALP1 yeast inh	V1R ag counter
CCCc1ccc(C(C)NC(=S)NC2CCCCC2)cc1 (configuration not stated)	.	-1	-4	101	101	13	16	-4	.
C=CCc1cccc2cc(C(=O)O)c(=O)oc12	1.9	-6	-4	96	93	7	3	13	-0.4
Cc1cc(C)nc(N2CCCC(C(=O)NNC(=O)c3ccncc3)C2)n1 (configuration not stated)	-1.6	-4	-2	97	95	20	16	.	0.6
COc1ccc(OC)c(/C=C/C(=O)OCC(=O)Nc2cccc(Oc3ccccc3)c2)c1	0.7	0	-4	100	104	-22	-1	24	1.4
Cc1ccccc1C(=O)N=c1ccn(-c2nc3ccccc3nc2NS(=O)(=O)c2ccccc2)cc1	2.4	-1	-8	102	93	51	-7	18	1.6
CC(C)(C)CN1CCC(Oc2cccc(C(=O)N3CCNC(=O)C3(C)C)c2)CC1	-0.1	2	3	99	101	58	-9	-7	0.4
COc1ccccc1CNC(=O)c1ccc(CS(=O)Cc2cccc(Cl)c2)o1 (configuration not stated)	0.1	-1	-4	96	99	42	5	5	0.8
O=C(CN1CCN(c2ncccn2)CC1)N1CCCc2c1c(=O)oc1ccc(O)cc21	1.1	4	4	110	112	-10	-11	10	1.2
S=C(Nc1ccc(Br)cc1)N1CCCC1	-1.5	0	5	131*	113	-27	-3	22	-0.1
Cc1ccc(OCC(=O)NCc2cccs2)cc1	-0.3	-2	-3	99	93	-4	-5	6	0.0
CS(=O)(=O)c1ccc2nc(NC(=O)c3ccccc3)sc2c1	1.4	12	-4	104	105	8	-2	16	1.2
CCOC(=O)C1=C(N)N2C(=O)CSC2=C(C(=O)OC)C1	0.1	2	-1	101	100	23	-7	13	-0.2
O=C1Nc2ccccc2C1(O)C/C(=N/O)c1ccccc1 (configuration not stated)	0.7	-1	1	117	108	21	2	-13	0.8
COC(=O)CSc1nnc(CCc2ccccc2)n1C	-0.2	-2	-4	102	97	4	0	1	0.6
COc1ccc(Cl)cc1N(CC(=O)N/N=C/c1ccc(OC(C)C)cc1)S(=O)(=O)c1ccc(C)c([N+](=O)[O-])c1	0.4	-1	-1	102	105	3	-3	21	1.2
Cc1cccc(-n2c(=O)c3c(n4cnnc24)-c2ccccc2CC32CCCCC2)c1	-0.5	4	0	103	97	23	11	3	-0.2
COc1cccc(OCc2cc(C(=O)N3CCN(C(=O)c4ccco4)CC3)no2)c1	2.2	1	-10	100	102	40	-8	8	3.8
COc1ccc(-c2cc(C(=O)N3CCN(c4ccc(F)cc4)CC3)no2)cc1OC	-1.4	1	-7	103	103	35	-2	1	-0.1
O=C1C2=C(SCCS2)C(=O)N1CCCO	1.3	.	-6	.	.	55	2	13	2.5
Cc1nc2cc(-c3sccc3-n3cccc3)nn2c(C)c1C	-2.8	.	3	.	.	3	-15	-8	-1.6
O=C(Cn1cc(C(=O)C2CCCCC2)c2ccccc21)NCC1CCCO1 (configuration not stated)	1.4	-2	2	102	97	-4	-11	1	0.7
CC(=O)N(C1=C(Cl)C(=O)c2ccccc2C1=O)c1ccc(C(=O)O)cc1	-0.7	3	-9	99	101	35	-9	-5	1.0
Cn1c2ccccc2c2cc(C(=O)NNS(=O)(=O)c3ccc(F)cc3)sc21	4.8	0	-5	108	103	-10	-17	36	3.7
Cc1nc(-c2cccc(S(=O)(=O)N3CCCCCC3)c2)cs1	-1.7	5	-3	109	105	9	-6	6	0.9
COCc1cc(C)n(CC(=O)NCC2CCCO2)c(=O)c1C#N (configuration not stated)	0.3	2	1	102	100	20	-2	-3	0.5

Not a retest: an excerpt of the list.
SMILES	OXTR agonist	MEKK2 mut-MEK5	GalR3 antagonist	MEKK3 PB1 HTS	MEKK2 WT-MEK5	PHOSPHO1 block	GPR7 antag	NALP1 yeast inh	V1R ag counter
Cc1nc(-c2cccc(S(=O)(=O)N3CCCCCC3)c2)cs1	-1.7	5	-3	109	105	9	-6	6	0.9
COCc1cc(C)n(CC(=O)NCC2CCCO2)c(=O)c1C#N (configuration not stated)	0.3	2	1	102	100	20	-2	-3	0.5

The listing picks up, starting 4 compounds before the break.
SMILES	OXTR agonist	MEKK2 mut-MEK5	GalR3 antagonist	MEKK3 PB1 HTS	MEKK2 WT-MEK5	PHOSPHO1 block	GPR7 antag	NALP1 yeast inh	V1R ag counter
CC(=O)N(C1=C(Cl)C(=O)c2ccccc2C1=O)c1ccc(C(=O)O)cc1	-0.7	3	-9	99	101	35	-9	-5	1.0
Cn1c2ccccc2c2cc(C(=O)NNS(=O)(=O)c3ccc(F)cc3)sc21	4.8	0	-5	108	103	-10	-17	36	3.7
Cc1nc(-c2cccc(S(=O)(=O)N3CCCCCC3)c2)cs1	-1.7	5	-3	109	105	9	-6	6	0.9
COCc1cc(C)n(CC(=O)NCC2CCCO2)c(=O)c1C#N (configuration not stated)	0.3	2	1	102	100	20	-2	-3	0.5
CSc1ccc(NC(=O)NCc2cccnc2)cc1	1.0	7	-9	102	104	14	5	-2	1.1
CN(C)S(=O)(=O)CC12CCC(CC1=O)C2(C)C (configuration not stated)	1.9	1	0	102	99	10	-5	14	1.4
O=C(Nc1cccc(O)c1)c1c(O)c2ccccc2[nH]c1=O	-2.5	6	-7	97	95	44	-3	5	-0.2
COc1ccc(Nc2nnc(-c3ccc(O)cc3)c3ccccc23)cc1	-2.5	-1	-3	103	98	12	61*	8	-1.0
COc1cccc(NC(=S)NC2CC(C)(C)NC(C)(C)C2)c1	0.1	1	-9	103	103	2	-8	21	1.3
COc1ccccc1N1CCN(CC(=O)c2c(N)n(C)c(=O)n(C)c2=O)CC1	0.6	-2	-7	98	98	48	-5	-1	5.4
COc1ccc([C@@H]2[C@H]3CN(C(C)=O)CC=C3C(C#N)=C(N)C2(C#N)C#N)c2ccccc12	.	9	2	111	107	-28	1	-8	.
O=C(O)c1ccc(NC(=S)NC(=O)c2cncc(Br)c2)cc1	-0.4	3	-9	104	106	14	-2	-3	-0.1
COc1ccccc1C1N(c2ccc(Cl)cc2)C(=O)C2CCCN21 (configuration not stated)	-0.3	-1	-2	98	97	11	-7	29	0.7
Cn1c(=O)[nH]c(=O)c2c1nc(SCC(=O)O)n2CCCc1ccccc1	-0.2	7	-9	100	105	24	-5	4	-0.8
NS(=O)(=O)c1ccc(NC(=O)c2ccc(S(=O)(=O)N3CCc4ccccc43)cc2)cc1	-0.1	-2	-5	102	105	-58	0	14	0.4
Cc1cccn2c(NC(=O)c3cccs3)c(-c3ccccc3)nc12	-1.1	1	1	138*	107	4	-4	12	0.3
CCOC(=O)N1CCN(C(=O)CSCC(=O)Nc2nc(-c3cccs3)cs2)CC1	7.2	10	-6	104	107	-5	-12	15	5.6
CCCCNC(=S)N(C)N=C1CCC(c2ccccc2)CC1 (configuration not stated)	-1.5	-3	-6	75	93	-18	11	-17	-0.8
CN(C)CCCN(C(=O)c1ccc(C(=O)c2ccccc2)cc1)c1nc2cc3c(cc2s1)OCCO3	6.8	27*	-3	107	166*	-64	2	19	2.4
CCOC(=O)N1CCC(NC(=O)CCc2c(C)nc3ncnn3c2C)CC1	-0.2	-2	-5	107	105	18	-6	4	8.1
O=C(Cn1cnc(S(=O)(=O)N2CCCC2)c1)Nc1cccc(Br)c1	-0.3	-1	-6	99	98	58	-1	18	0.1
O=C(NCCN1CCN(Cc2ccccc2)CC1)C1CC(=O)N(C2CCCC2)C1 (configuration not stated)	0.2	2	-10	101	104	48	-7	3	0.0
COC(=O)c1sc2ncn(CC(=O)NCCc3ccc(OC)c(OC)c3)c(=O)c2c1C	-0.3	-3	-5	106	98	28	-4	8	0.5
COc1cccc(C2C(C#N)=C(N)N(c3ncn[nH]3)C3=C2C(=O)CCC3)c1 (configuration not stated)	-1.1	-1	-1	105	105	-5	-6	20	-0.5
Cc1c(CCC(=O)O)c(=O)oc2cc(OCc3cccc(F)c3)ccc12	2.0	0	-12	96	94	18	-1	-3	3.0
CC1CCN(c2ccc3nnc(CCC(=O)Nc4cc(F)ccc4F)n3n2)CC1	-2.9	-3	-7	100	100	27	10	-2	-0.5
O=C(Cn1cnc2c(nnn2-c2ccccc2)c1=O)NCC1CCCO1 (configuration not stated)	-0.5	0	.	99	102	22	1	.	-0.6
Cc1ccc(Oc2ncccc2NC(=O)CC2(CC(=O)O)CCCC2)c2c1CCC2	-0.7	-16	5	92	90	38	0	.	-0.2
CCOC(=O)c1sc(NC(=O)CCN2CC(C)OC(C)C2)c(C(=O)OCC)c1C (configuration not stated)	-0.6	.	.	.	.	8	-4	-3	0.6

The list continues.
SMILES	OXTR agonist	MEKK2 mut-MEK5	GalR3 antagonist	MEKK3 PB1 HTS	MEKK2 WT-MEK5	PHOSPHO1 block	GPR7 antag	NALP1 yeast inh	V1R ag counter
O=C(Cn1ncc2c3ccccc3n(Cc3ccccc3)c2c1=O)NC1CCCC1	-0.6	4	2	102	104	18	-3	13	0.1
Cc1ccc(S(=O)(=O)CCC(=O)NCCN2C(=O)S/C(=C/c3ccc(F)cc3)C2=O)cc1	11	-5	-2	82	85	7	-1	7	9.6
COc1cc(NC(=S)NCc2cccnc2)cc(OC)c1	-0.2	-1	-2	98	101	-6	-6	13	2.2
Cc1cc(OCCOCCNC(C)C)cc(C)c1Cl	4.4	.	-4	.	.	13	11	-4	1.7
CCOC(=O)CCc1c(C)nc2cc(C3CCCN(C(=O)OC(C)(C)C)C3)[nH]n2c1=O (configuration not stated)	1.1	.	0	.	.	5	4	-27	-0.4
COc1ccc(C)cc1-n1nnnc1SCC1CCCO1 (configuration not stated)	-0.4	24*	-3	103	103	9	-11	8	-1.2
Cc1ccc2c(c1)N(CCC(=O)NCc1cccnc1)C(=O)CO2	0.5	-4	-2	102	99	42	-6	20	0.2
Cc1cc(NC(=O)CCN2CCN(C/C=C/c3ccccc3)CC2)ccc1Br	12	18	-13	112	149*	19	13	19	17
CCC(=O)Nc1ccc(NC(=O)c2cccc3ccccc23)cc1	3.3	8	-2	108	113	8	-10	11	0.2
COc1ccc(CN2CCN(Cc3ccc(Br)cc3)CC2)c(OC)c1OC	1.7	-12	-11	89	97	23	-13	35	4.9
COc1ccc2c(c1)c(-c1csc(N)n1)c(C)n2C	-1.1	1	-1	97	100	-24	5	4	0.3
Cc1ccc(SCc2c(C(=O)N/N=C/c3ccc4c(c3)OCO4)nnn2-c2nonc2N)cc1	1.5	-1	-7	99	91	40	-8	11	2.8
O=C(CSc1cccc[n+]1[O-])Nc1cccc(S(=O)(=O)NC2=NCCCCC2)c1	0.1	3	2	106	104	-16	-10	-18	0.5
COCc1c(C(=O)OC)nnn1-c1ccccc1	0.2	-2	-5	96	99	-7	-7	-73	0.1
O=C(O)c1ccc(NC(=S)NCc2ccccc2)cc1	-0.5	7	-10	104	103	15	-15	10	0.5
COCCNC(=O)NC1(C(F)(F)F)Oc2ccc(Cl)cc2O1 (configuration not stated)	0.0	1	-6	109	95	16	3	-3	3.4
CCOc1cccc(CN2CCCC(N3CCN(c4cccc(Cl)c4)CC3)C2)c1O (configuration not stated)	-0.6	5	-3	103	113	19	16	20	3.5
Cc1ccc(-n2nnnc2SCC(=O)Nc2ccc3c(c2)COC3=O)cc1C	0.1	10	-3	102	102	10	0	12	1.4
O=C(CSc1nc2ccccc2o1)Nc1ccc(N2CCOCC2)c(Cl)c1	14	5	92*	107	107	-20	1	16	11
CCCc1cc(C(=O)N2CCCC(C(=O)c3cc(C)c(OC)c(C)c3)C2)n(C)n1 (configuration not stated)	0.2	-2	-11	100	93	24	-16	9	1.6
COC(=O)C1=C(NC(=O)c2ccccc2[N+](=O)[O-])CCS1	-0.4	-10	0	91	83	0	-5	22	-0.6
